High-throughput results as filed in PubChem.
TRPC4 potent = TRPC4 (mouse) allosteric potentiation. Q9QUQ5. HEK293 TRPC4beta/mu-opioid, DAMGO EC20, Fluo-4 Ca2+ flux; active compounds read high. B-score at 10 µM. 0.42% of 310,000 active. AID 2227;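 active = B-score of calcium response area above 5 SD of library B-scores, with initial fluorescence ratio within 5 SD of library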;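 also: B-score of integrated fluorescence ratio over time as area under calcium response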
KCNQ1 act = potentiates or activates the human KCNQ1 potassium channel. P51787. CHO-K1 KCNQ1, thallium flux FluxOR fluorescence; active compounds read high. B-score at 10 µM. 0.35% of 310,000 active;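 active = fluorescence ratio B-score, a plate-corrected score, at least three library SD, with initial intensity B-score within 5 SD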
Target sequence (P51787 whole entry, looked up): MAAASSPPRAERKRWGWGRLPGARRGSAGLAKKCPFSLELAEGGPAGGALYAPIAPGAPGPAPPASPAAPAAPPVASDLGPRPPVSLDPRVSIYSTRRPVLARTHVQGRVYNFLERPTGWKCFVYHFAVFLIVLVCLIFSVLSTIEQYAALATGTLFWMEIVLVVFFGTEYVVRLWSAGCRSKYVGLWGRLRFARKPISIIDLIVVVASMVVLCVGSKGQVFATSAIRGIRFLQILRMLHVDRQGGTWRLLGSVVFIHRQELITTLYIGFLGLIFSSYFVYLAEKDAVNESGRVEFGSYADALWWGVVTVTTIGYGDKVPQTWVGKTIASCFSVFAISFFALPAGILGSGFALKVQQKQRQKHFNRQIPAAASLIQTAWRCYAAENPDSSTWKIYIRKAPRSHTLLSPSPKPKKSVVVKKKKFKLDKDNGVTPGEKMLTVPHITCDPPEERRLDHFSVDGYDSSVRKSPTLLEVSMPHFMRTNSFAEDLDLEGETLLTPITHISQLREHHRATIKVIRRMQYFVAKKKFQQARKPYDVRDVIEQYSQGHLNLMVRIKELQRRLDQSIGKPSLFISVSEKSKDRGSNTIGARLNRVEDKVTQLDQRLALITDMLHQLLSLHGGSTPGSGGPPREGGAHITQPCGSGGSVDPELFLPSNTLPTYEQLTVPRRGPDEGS
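Assay system: stable KCNQ1 CHO-K1 line; medium: assay buffer, equal DMSO in all wells; timing: 90 min dye loading and 20 min compound exposure, both at room temperature; technique: kinetic FluxOR thallium fluorescence, 10-s 1-Hz baseline, 110-s post-stimulus read; read-out basis: B score of baseline-normalized fluorescence ratio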
KCNK3 inh = human KCNK3 channel inhibition, primary screen | AID 602410 | 0.84% of 340,000 active | B-score at 10 µM | CHO-KCNK3 thallium flux, FluxOR fluorescence; active compounds read low;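 active = B-score under library mean minus 4 SD, starting fluorescence ratio at most library mean plus 5 SD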;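 also: more negative B-score means stronger inhibition of thallium flux through KCNK3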
Target sequence (O14649 whole entry, looked up): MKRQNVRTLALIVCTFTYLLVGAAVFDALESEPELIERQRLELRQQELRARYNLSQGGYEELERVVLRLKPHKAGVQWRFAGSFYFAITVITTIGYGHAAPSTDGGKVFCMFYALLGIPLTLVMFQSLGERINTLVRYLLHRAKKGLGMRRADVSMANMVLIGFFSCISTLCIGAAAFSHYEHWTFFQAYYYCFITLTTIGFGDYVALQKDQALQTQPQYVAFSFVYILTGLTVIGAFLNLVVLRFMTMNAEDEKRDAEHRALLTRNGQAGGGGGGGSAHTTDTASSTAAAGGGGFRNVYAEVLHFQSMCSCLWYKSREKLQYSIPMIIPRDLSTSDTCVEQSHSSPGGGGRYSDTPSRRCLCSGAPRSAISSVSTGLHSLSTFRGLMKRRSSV
Dyrk1A ADPGlo = blocks rat Dyrk1A kinase activity | 0.43% of 310,000 active | inhibition, % at 12.5 µM | Q63470 | ADP-Glo luminescence, NFATc1 peptide | AID 504441; in the data active = inhibition above about 50%;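 also: plate controls were vehicle with enzyme for no effect and no enzyme for full effect; many of its hits are not listed in these tables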
KCNK9 block = human KCNK9 channel inhibition | AID 488922 | B-score at 10 µM | HEK293 KCNK9, FluxOR thallium flux fluorescence; active compounds read low | Q9NPC2 | 1.2% of 310,000 active;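 active = ratio B-score over 3 SD below the library mean, with starting fluorescence within 5 SD of its mean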;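 also: negative B-score means less thallium flux so channel inhibition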
hERG protect = shields human hERG channel from block by proarrhythmic agents. CHO-hERG, FluxOR thallium flux, dofetilide IC70 present. Q12809. activation (rescue from dofetilide block), less the hit threshold, % at 10 µM. 0.51% of 310,000 active;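 active = activation above the mean of controls blocked by dofetilide plus 5 SD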;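 also: thallium influx through hERG after potassium depolarization seen as dye fluorescence rise; in these data hits start at about 4.7%; inactives centre near -7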
ANO1 block = mouse TMEM16A channel inhibition, primary screen; HEK293 TMEM16A/YFP iodide influx fluorescence, ionomycin; 1.2% of 310,000 active; normalized B-score (activity score, 25-100; higher = stronger inhibition) at 10 µM;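 active = ratio plate-corrected score three or more library SD toward inhibition, starting fluorescence score within five deviations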;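 also: score derived from kinetic fluorescence span divided by baseline fluorescence per well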
TRPC4 act = opens the mouse TRPC4 cation channel; Q9QUQ5; HEK293 TRPC4beta/mu-opioid, Fluo4 calcium fluorescence; active compounds read high; B-score at 10 µM; 0.49% of 310,000 active;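 active = B-score above 5 SD of library B-scores, and initial fluorescence ratio not above library mean plus 5 SD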;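 also: positive B-score marks a calcium rise read as TRPC4 activation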
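Material: HEK293 stable line with TRPC4beta plus mu-opioid receptor; technique: Fluo4 calcium-sensitive dye fluorescence, kinetic, 1 Hz baseline; timing: Fluo4 dye loading 45 min at room temperature, 110 s recording; controls: assay buffer as low control, maximal DAMGO as high control; read-out: integrated baseline-normalised fluorescence ratio, converted to per-well B score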
KCNQ1 inh = inhibitors of human KCNQ1 potassium channel; AID 2642; B-score at 10 µM; 1.3% of 310,000 active; P51787; CHO-K1 KCNQ1, FluxOR thallium flux fluorescence; active compounds read high;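 active = compounds whose thallium flux B-score, printed positive for inhibition, exceeds three library SD while starting fluorescence stays within three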;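 also: channel opened by potassium depolarization with thallium stimulus after 20 min compound exposure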
ANO1 activ = mouse TMEM16A channel activation, primary screen | HEK293 TMEM16A/YFP-H148Q/I152L, iodide quench fluorescence; active compounds read low | B-score at 10 µM | 0.3% of 340,000 active | Q8BHY3;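 active = fluorescence-ratio B-score plate-corrected deviation score at least 3 library SD below zero, with starting fluorescence score within 5 deviations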;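 also: channel opened by trigger with iodide after compound preincubation; score built on the fluorescence ratio of max minus min over baseline; more negative score means more quench and so TMEM16A activation or potentiation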
HDAC3 inh = blocks human histone deacetylase 3; 0.15% of 320,000 active; recombinant HDAC3, fluorogenic peptide/trypsin coupled, fluorescence; AID 2718; inhibition, % at 8.3 µM; O15379; in the data active = inhibition above about 26%, passing the limit was not always enough; inconclusive = no clear call, values can overlap the other calls
The depositor's hits bear a star; i = inactive; ? = inconclusive; · = not tested or not shown. Only part of the results is shown (hit frequency here may not be typical).

SMILES | TRPC4 potent | KCNQ1 act | KCNK3 inh | Dyrk1A ADPGlo | KCNK9 block | hERG protect | ANO1 block | TRPC4 act | KCNQ1 inh | ANO1 activ | HDAC3 inh
COc1cccc(-n2c(Cc3cc(=O)[nH]c(=O)[nH]3)nnc2SCc2cccc(C(F)(F)F)c2)c1 | i | i | i | -2 | i | -8 | i | i | i | i | -5
O=C(CNC(=O)c1cccc(F)c1)N/N=C/c1ccc(O)c([N+](=O)[O-])c1 | i | i | i | 8 | i | -7 | i | i | i | i | -13
O[C@H]1COC2C1OC[C@@H]2O (stereo partly drawn) | i | i | i | 10 | i | -5 | i | i | i | i | ·
COc1cccc(CN(C)C(=O)c2[nH]c(C)c(C(C)=O)c2C)c1OC | i | i | i | 0 | i | -12 | i | i | i | i | -4
COC(=O)c1ccc(NC(=O)COc2ccc(S(=O)(=O)NC(C)(C)C)cc2)cc1 | i | i | i | 2 | i | -8 | i | i | i | i | -5
O=c1oc2cc(OCc3ccc(C(F)(F)F)cc3)ccc2cc1-c1ccccn1 | i | i | i | -4 | i | -11 | i | i | i | i | 5
Cc1cc(C)n(C(=O)CNC(=O)c2ccco2)n1 | i | i | i | 7 | i | -7 | i | i | i | i | 2
CC(=O)c1ccc(-c2ccc([C@H]3[C@H]4C=CC[C@@H](C)[C@@H]4C(=O)N3Cc3ccccc3)c(F)c2)cc1 | i | i | i | -6 | i | -7 | i | i | i | i | -3
Cc1ccc(OCC(=O)Nc2ccc(N3CCCC3)cc2)cc1C | i | i | i | 4 | i | -1 | i | i | i | i | -1
CCOC(=O)N1CCN(C2CCCN(C(=O)c3cccc(Cl)c3)C2)CC1 (stereo not drawn) | i | i | i | 4 | i | -12 | i | i | i | i | 2

Some entries already given, reduced to KCNQ1 inh, ANO1 block and KCNQ1 act.
smiles | KCNQ1 inh | ANO1 block | KCNQ1 act
O=C(CNC(=O)c1cccc(F)c1)N/N=C/c1ccc(O)c([N+](=O)[O-])c1 | i | i | i
O[C@H]1COC2C1OC[C@@H]2O (stereo partly drawn) | i | i | i
COc1cccc(CN(C)C(=O)c2[nH]c(C)c(C(C)=O)c2C)c1OC | i | i | i
COC(=O)c1ccc(NC(=O)COc2ccc(S(=O)(=O)NC(C)(C)C)cc2)cc1 | i | i | i
O=c1oc2cc(OCc3ccc(C(F)(F)F)cc3)ccc2cc1-c1ccccn1 | i | i | i

New compounds follow
SMILES | TRPC4 potent | KCNQ1 act | KCNK3 inh | Dyrk1A ADPGlo | KCNK9 block | hERG protect | ANO1 block | TRPC4 act | KCNQ1 inh | ANO1 activ | HDAC3 inh
Cc1cc2c(cc1C)C(c1cccc(F)c1)CC(=O)N2 (stereo not drawn) | i | i | i | -4 | i | -5 | i | i | i | i | 3
Cn1c(N)c(C(=O)CSc2nc3ccccc3c(=O)n2Cc2ccccc2)c(=O)n(C)c1=O | i | i | i | 3 | i | -4 | i | i | i | i | 5
O=C(c1ccncc1)N1N=C(C2CC2)CC1(O)C(F)(F)F (stereo not drawn) | i | i | i | 2 | i | -8 | i | i | i | i | -15
O=C(CSc1nc2ccccc2s1)Nc1nccs1 | i | i | i | -2 | i | -9 | i | i | i | i | 0
COc1cc([N+](=O)[O-])ccc1-c1ccc(C(=O)Nc2ccc(NC(C)=O)cc2)o1 | i | i | i | -3 | i | -11 | i | i | i | i | 0
c1ccc(-c2cc3c(N4CCCCC4)ncnc3s2)cc1 | i | i | i | 26 | i | -2 | i | i | i | i | -2
COc1ccccc1/C=N/NS(=O)(=O)c1ccccc1 | i | i | i | -4 | i | -6 | i | i | i | i | 2
Cc1cccc(C)c1NC(=O)c1c[nH]c2ccccc12 | i | i | i | 5 | i | -7 | i | i | i | · | 0
COC(=O)CN(c1nc(C)c(Br)c(OC)n1)S(=O)(=O)c1ccccc1 | i | i | i | -4 | i | -9 | i | i | i | i | 4
CCc1ccccc1NC(=O)NNC(=O)CCc1ccc(OC)cc1 | i | i | i | 0 | i | -10 | i | i | i | i | 0
Cc1cc(C(=O)OC(C)C(=O)N2CCc3ccccc32)ccc1[N+](=O)[O-] (stereo not drawn) | i | i | i | 4 | i | -11 | i | i | i | i | ·
Cn1c(=O)c2c(nc(N/N=C/c3cccnc3)n2Cc2ccccc2)n(C)c1=O | i | i | i | -1 | i | -6 | i | i | i | i | -1
O=C(CC1C(=O)NCCN1C(=O)c1ccccc1)Nc1cc(Cl)ccc1Cl (stereo not drawn) | i | i | i | 4 | i | -8 | i | i | i | i | 1
CCCOc1cccc(C(=O)Nc2cccc(NC(=O)c3ccco3)c2)c1 | i | i | i | 22 | i | -12 | i | i | i | i | 7
Cc1cc(S(=O)(=O)Nc2noc3ccccc23)ccc1F | i | i | i | 1 | i | -3 | i | i | i | i | 3
CC[n+]1c(/C=C2/C=C(C)CC(C)C2)sc2ccccc21 (stereo not drawn) | i | i | i | -3 | i | -27 | i | i | 6* | i | 1
COc1cc(C(=O)NC(c2ccccc2)c2ccccc2)cc(OC)c1OC | i | i | i | 5 | i | -2 | i | i | i | i | 6
CC(=O)c1cccc(NC(=O)CC2S/C(=N/N=C/c3cccs3)NC2=O)c1 (stereo not drawn) | i | i | i | 4 | i | -19 | i | i | i | i | 4
COc1ccc(OCC(O)CN2C(=O)NC(C)(C)C2=O)cc1 (stereo not drawn) | i | i | i | 1 | i | -10 | i | i | i | i | 3
Cc1cc2c(cc3c(=O)n(CC(=O)NCCCN4CC(C)CC(C)C4)ncn32)s1 (stereo not drawn) | i | i | i | -6 | i | -5 | i | i | i | i | 0
COC(=O)C(Cc1c[nH]c2ccccc12)NC(C)=O (stereo not drawn) | i | i | i | 3 | i | 1 | i | i | i | i | -2
Cc1cc(C(=O)CN2C(=O)NC3(CCCCC3)C2=O)c(C)n1Cc1ccc2c(c1)OCO2 | i | i | i | 1 | i | -14 | i | i | i | i | 8
CC(CC(=O)N1CCN(c2cccc(Cl)c2)CC1)S(=O)(=O)c1ccc2c(c1)NC(=O)CO2 (stereo not drawn) | i | i | i | -8 | i | -16 | i | i | i | i | -1
Cc1ccnc(Nc2nc(-c3c(C)nc4sccn34)cs2)c1 | i | i | i | 3 | -17* | -14 | i | i | i | · | 0
COC(=O)c1ccc(CSc2nc(C)nc3sc(C)c(C)c23)o1 | i | i | i | 1 | i | -9 | i | i | i | i | -1
CCC(C)(C)C1CCc2c(sc(NC(=O)c3cccs3)c2C(N)=O)C1 (stereo not drawn) | i | i | i | 0 | i | -5 | i | i | i | i | -6
CCOn1c(=O)c(=O)n(OCc2ccccc2)c2ccccc21 | i | i | i | -2 | i | -2 | i | i | i | i | 2
Cn1c(O)c(N=NC(=O)Cn2ccc(C(F)(F)F)n2)c2ccccc21 | i | i | i | 3 | i | -6 | i | i | i | i | 6
CC1=C(C(=O)OC(C)C)C(c2cccs2)N2C(=O)CCSC2=N1 (stereo not drawn) | i | i | i | 4 | i | -6 | i | i | i | i | -1
Cc1ccc(C(c2sc3ncnn3c2O)N2CCC(C)CC2)cc1 (stereo not drawn) | i | i | i | -2 | i | -7 | i | i | i | i | 9

Record cards, as listed above:
CCOn1c(=O)c(=O)n(OCc2ccccc2)c2ccccc21 in the list: TRPC4 potent: i; KCNQ1 act: i; KCNK3 inh: i; Dyrk1A ADPGlo: -2; KCNK9 block: i; hERG protect: -2; ANO1 block: i; TRPC4 act: i; KCNQ1 inh: i; ANO1 activ: i; HDAC3 inh: 2
Cn1c(O)c(N=NC(=O)Cn2ccc(C(F)(F)F)n2)c2ccccc21 in the list: TRPC4 potent: i; KCNQ1 act: i; KCNK3 inh: i; Dyrk1A ADPGlo: 3; KCNK9 block: i; hERG protect: -6; ANO1 block: i; TRPC4 act: i; KCNQ1 inh: i; ANO1 activ: i; HDAC3 inh: 6

Additional compounds:
SMILES | TRPC4 potent | KCNQ1 act | KCNK3 inh | Dyrk1A ADPGlo | KCNK9 block | hERG protect | ANO1 block | TRPC4 act | KCNQ1 inh | ANO1 activ | HDAC3 inh
COc1ccc(Cn2cc3c(-c4ccc(F)cc4)nnc-3c3cc(OC)c(OC)cc32)cc1 | · | · | i | 16 | · | · | i | · | · | i | ?
COC(=O)/C=C/c1cnc2ccccc2c1 | i | i | i | -4 | i | -14 | i | i | i | i | -2
COC(=O)c1cn(NC(=O)c2ccc(OC)c(OC)c2)c(=O)c2ccccc12 | i | i | i | -4 | i | 3 | i | i | i | i | 3
CCC(=O)Nc1nc2c(OC)ccc(C)c2s1 | i | i | i | 8 | i | -6 | i | i | i | i | 5
COc1cc(C(=O)N2CCN(C(=O)c3cc(-c4ccc(Br)cc4)n[nH]3)CC2)cc(OC)c1OC | i | i | i | 5 | i | -16 | i | i | i | i | 4
C=CCn1c(SCC(=O)NCC2CCCO2)nnc1C1CCCCC1 (stereo not drawn) | i | i | i | -1 | i | -5 | i | i | i | i | 5
O=C1CN(C(=O)c2cc3ccccc3oc2=O)C(c2ccc(F)cc2)c2cc(F)ccc2N1 (stereo not drawn) | i | i | i | 7 | i | -3 | i | i | i | i | 4
Cn1nc(C(=O)N2CCOCC2)c([N+](=O)[O-])c1C(=O)N1CCOCC1 | i | i | i | 4 | i | -5 | i | i | i | i | -2
O=C(COc1nncc2ccccc12)NCCC1=CCCCC1 | i | i | i | -6 | i | -8 | i | i | i | i | 1
CC(=O)Nc1ccc(OC(=O)COc2ccc(Br)cc2)cc1 | i | i | i | 1 | i | -6 | i | i | i | i | 0
CC(=O)Nc1ccc(NC(=O)CSc2nnc(C)n2-c2ccccc2)cc1 | i | i | i | 0 | i | 1 | i | i | i | i | 0
CCOc1cc(/C=C2/SC(=S)N(CC(=O)O)C2=O)ccc1OC(=O)c1cccs1 | i | i | i | 0 | i | -16 | i | i | i | i | 7
COc1cccc(-n2c(SCC(=O)N3c4ccccc4CC3C)nnc2-c2ccco2)c1 (stereo not drawn) | · | · | i | -8 | · | · | i | · | · | i | 9
Cc1ccnc(NS(=O)(=O)c2ccc(NC(=O)c3ccc(Cl)cc3[N+](=O)[O-])cc2)n1 | i | i | i | · | i | -6 | i | i | i | i | 9
CC(=O)Oc1ccc2ccccc2c1C(NC(=O)C(C)C)c1cccc([N+](=O)[O-])c1 (stereo not drawn) | i | i | i | 3 | i | -6 | i | i | i | i | 3
O=C(NC1CCN(S(=O)(=O)c2ccc(F)cc2)CC1)c1cccnc1 | i | i | i | 2 | i | -10 | i | i | i | i | -2
